Source: PubChem BioAssay
SR-BI DiI-HDL act: activators of SR-BI mediated HDL lipid uptake; activation, % at 12.5 µM; CHO ldlA[mSR-BI] cells, DiI-HDL uptake fluorescence, 3 h; 100 = double the neutral-control signal; 320,000 tested, 0.096% active;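 active = mean replicate activation of at least 60% and every replicate at or above 60%; inconclusive = mean or all-replicate condition met, but not both; inactive = mean below 60% and not all replicates reaching 60%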;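 also: 0% = median plate neutral-control signal and 100% = twice that signal; values of inactives mirror those of a sister screen read the other way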
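Test system: SR-BI-overexpressing, LDLR-lacking CHO cells. Measured by: DiI fluorescence, bottom read. Medium: Ham's F12 with 0.5% BSA, HEPES 25 mM, pH 7.4. Timing: 3 h uptake period with compound, 37 °C.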
LANA DNA inh: KSHV C-LANA DNA binding inhibition; MBP-C-LANA/FAM-LBS DNA binding, fluorescence polarization; inhibition, % at 9 µM; 340,000 tested, 0.078% active; AID 504423;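 active = highest replicate inhibition at or above 60% at 9 µM, even if other replicates fall short; inactive = all replicates below 60% inhibition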;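 also: 0% = neutral control wells and 100% = 4 µM acridine orange control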
SR-BI DiI inh: mouse SR-BI HDL lipid transfer inhibition. ldlA[mSR-BI] CHO cells, DiI-HDL uptake fluorescence, 3 h. 320,000 tested, 0.96% active. AID 488896. inhibition, % at 12.5 µM. Q61009;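 active = mean replicate inhibition of at least 70% and a set share of replicates each scoring 70 or more; inconclusive = meets just one of the two criteria; inactive = fails both criteria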;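 also: 0% = median of neutral control wells and 100% = median of positive control wells; values of inactives mirror those of a sister screen read the other way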
Target sequence (Q61009 whole entry, looked up): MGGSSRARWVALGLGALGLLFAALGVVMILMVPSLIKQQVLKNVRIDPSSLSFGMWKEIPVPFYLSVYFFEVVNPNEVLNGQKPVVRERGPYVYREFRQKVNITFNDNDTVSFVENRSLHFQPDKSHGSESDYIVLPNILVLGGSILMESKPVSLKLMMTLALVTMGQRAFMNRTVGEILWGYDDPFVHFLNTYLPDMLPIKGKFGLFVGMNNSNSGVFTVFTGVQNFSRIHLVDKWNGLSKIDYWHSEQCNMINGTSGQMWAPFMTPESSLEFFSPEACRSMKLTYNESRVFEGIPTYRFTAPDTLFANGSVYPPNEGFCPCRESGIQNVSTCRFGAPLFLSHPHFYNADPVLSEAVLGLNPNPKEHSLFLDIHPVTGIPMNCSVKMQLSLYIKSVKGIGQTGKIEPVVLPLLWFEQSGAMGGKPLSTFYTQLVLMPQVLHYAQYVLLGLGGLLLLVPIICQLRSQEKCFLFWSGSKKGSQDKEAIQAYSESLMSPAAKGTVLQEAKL
Arrestin-AP2 inh: human beta-arrestin and AP2 interaction inhibition | FITC-arrestin peptide / GST-AP2 beads, flow cytometry; AP2 beta2 appendage carries R879A mutation | inhibition, % at 10 µM | 340,000 tested, 0.31% active | AID 504490;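 active = inhibition above a set limit, near 3 SD of compounds lacking own fluorescence, cut at about 54% in these data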;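 also: plate controls were DMSO wells for no effect and 5 µM unlabelled arrestin peptide for full effect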
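System: GST-AP2 R879A glutathione beads; medium: PBS, Tween 20 0.05%, BSA 0.1%; reagent: fluorescein-tagged arrestin peptide at 50 nM final; schedule: pre-incubation 12 min, peptide binding 1 h, room temperature; detection: flow cytometry, FL1 (488/535 nm); read-out: inhibition as reduced fluorescein signal on beads, percent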
Cardiac RTF inh: cardiac RTF calcium desensitization. P19429+P45379. IANBD-labeled cardiac RTF, Ca2+ fluorescence. inhibition, % at 7.15 µM. 340,000 tested, 0.12% active. AID 493244;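 active = inhibition above the mean inhibition of all tested compounds plus 3 SD, cut at about 17% in these data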;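 also: assay run at fixed EC70 calcium of 1.6 mM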
PKA-R2B act: activates the human PKA-R2B holoenzyme complex; activation, % at 11.4 µM; PKA-R2B holoenzyme dissociation, Cy5-IP20 fluorescence polarization; R2B truncated from residue 108, S112A mutant; 0% DMSO only, 100% 113 µM cGMP; AID 504700; P22694+P31323; 340,000 tested, 0.079% active;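 active = activation above a cutoff set at the mean over all compounds plus 3 SD, cut at about 18% in these data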;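 also: higher means more holoenzyme dissociation and a rise in polarization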
Target sequence (P31323 whole entry, looked up, other chains not shown, the tested form may be a part): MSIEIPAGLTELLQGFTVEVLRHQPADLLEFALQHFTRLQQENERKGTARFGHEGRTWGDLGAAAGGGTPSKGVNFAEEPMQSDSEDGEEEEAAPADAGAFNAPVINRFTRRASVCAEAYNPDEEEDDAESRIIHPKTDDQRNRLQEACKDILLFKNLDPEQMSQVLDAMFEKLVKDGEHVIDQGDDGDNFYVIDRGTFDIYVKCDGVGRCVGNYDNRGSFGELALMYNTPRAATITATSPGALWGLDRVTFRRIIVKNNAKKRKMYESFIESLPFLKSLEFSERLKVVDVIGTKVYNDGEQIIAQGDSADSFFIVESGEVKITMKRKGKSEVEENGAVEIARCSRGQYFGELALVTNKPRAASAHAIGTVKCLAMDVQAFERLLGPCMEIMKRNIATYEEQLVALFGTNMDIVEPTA
PvdQ acylase: P. aeruginosa PvdQ acylase inhibition; purified PvdQ acylase, fluorescence plate reader; inhibition, % at 10 µM; 340,000 tested, 0.063% active; AID 488965; in the data active = inhibition above about 30%, passing the limit was not always enough; inconclusive = no clear call, values can overlap the other calls;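 also: 0% = vehicle neutral wells and 100% = reference inhibitor wells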
DAGLB inhibitor: diacylglycerol lipase beta (human) inhibition; Q8NCG7; HEK293T DAGLB membrane lysate, EnzChek fluorogenic substrate; inhibition, % at 5.17 µM; 340,000 tested, 0.059% active; in the data active = inhibition above about 34%;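 also: 0% = enzyme with vehicle and 100% = wells lacking enzyme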
Keap1 Nrf2 FP: disrupts human Keap1 binding to Nrf2 peptide | Keap1 Kelch-Nrf2 peptide fluorescence polarization, 1536-well | Q14145 | 340,000 tested, 0.15% active | inhibition, % at 9.4 µM; in the data active = inhibition above about 12%; inconclusive = no clear call, values can overlap the other calls; inactive = below about 7.3%;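 also: human Keap1 Kelch domain with fluorescein labeled Nrf2 9mer peptide probe; 0% = neutral control wells and 100% = peptide positive control; higher means more block of Keap1 binding to Nrf2 peptide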
NSD2 inh: blocks human histone methyltransferase NSD2; 310,000 tested, 0.54% active; inhibition, % at 12.5 µM; O96028; NSD2 peptide methylation, AlphaScreen, 120 min; in the data active = inhibition above about 50%
Numbers without * were called inactive; ? = inconclusive; . = not tested or not shown; & = joins results of further samples.

no.	Compound	LANA DNA inh	PvdQ acylase	PKA-R2B act	Keap1 Nrf2 FP	SR-BI DiI inh	Arrestin-AP2 inh	NSD2 inh	DAGLB inhibitor	SR-BI DiI-HDL act	Cardiac RTF inh
1	CCN1CCCC1CNCc1cccc(OC)c1OCc1ccccc1F (stereo not drawn)	-0.4	-7	0	-1	-16	-1	3	-1	16	-8
2	C=CC[C@@H](CC(=O)N(CCO)Cc1ccccc1)C(=O)N[C@@H](C)COC(=O)[C@@H](CC=C)Cc1ccc(F)cc1	1.1	-14	8	2	-7	5	.	-4	7	-1
3	CCNC(=O)c1cnn(-c2ccccc2)c1-c1ccccc1	1.9	-19	-10	2	.	7	-7	1	.	-20
4	CCO[C@H]1OC(C(=O)N2CCN(C)CC2)=C[C@@H](C)[C@@H]1CCCO	0.2	-4	-6	-2	-35	5	.	0	35	-25
5	Cn1nnnc1SCc1csc(C2C(C#N)=C(N)OC3=C2C(=O)CCC3)c1 (stereo not drawn)	1.3	-5	-5	-5	-7	-5	-1	-2	7	-4
6	O=C(NCc1ccco1)c1cnn2cccnc12	-0.3	-9	-4	0	-5	-30	-3	0	5	-6
7	Cc1[nH]c(=S)[nH]c(=O)c1CCCO	-0.5	-4	17	-2	2	-1	0	2	-2	8
8	O=C(NNS(=O)(=O)c1ccc(Cl)cc1)C1CCN(Cc2ccccc2)CC1	-0.8	-18	0	2	-14	-5	-2	-1	14	-6
9	O=C(Nc1ccc(Cc2ccncc2)cc1)C1CC1	0.2	-1	-8	1	-13	18	4	-1	13	-3
10	CCN1CCN(C(c2cccs2)C(C)NC(=S)Nc2cc(C)ccc2C)CC1 (stereo not drawn)	-2.2	-15	17	-5	.	10	8	-1	.	-2
11	O=C(c1ccc(Br)o1)N1CCN(C23CC4CC(CC(C4)C2)C3)CC1	3.8	-5	-5	3	-6	-10	.	-1	6	-9
12	CN(CC(=O)Nc1ccc(S(=O)(=O)N2CCCC2)cc1)Cc1cccc(Cl)c1Cl	-0.1	-3	-8	-4	25	-3	1	-3	-25	1
13	Cc1ccsc1S(=O)(=O)N1CCC(CO)(CC2CCCCO2)CC1 (stereo not drawn)	0.8	4	-2	-4	-10	34	-1	1	10	-1
14	N=C1c2ccccc2CN1c1ccc(S(=O)(=O)N2CCCCC2)cc1	-1.1	-12	-2	-9	2	6	4	1	-2	-3
15	COc1ccccc1N1CCN(CCCNc2c(C)c(=O)n(C)c(=O)n2C)CC1	-1.3	-1	7	-3	10	6	.	2	-10	4
16	CC(=O)Nc1ccccc1C(=O)C(=O)NCCc1ccccc1	0.7	-3	0	-1	-16	1	-3	1	16	-2
17	CCCc1ccc(C(=O)NNc2ccccc2F)cc1	-1.6	-2	4	1	-10	5	1	-3	10	-4
18	Cc1ccc(-c2nnn(CC(=O)NCCc3ccc4c(c3)OCO4)n2)o1	3.1	-4	-7	8	5	-2	-1	-1	-5	-10
19	COc1ccc(/C=C2\SC(=S)N(CCCC(=O)NNC(=O)c3ccccc3O)C2=O)cc1	0.2	-11	3	-1	110*	1	1	11	-110	-3
20	COc1ccc(Cn2c(O)c(C=Nc3ccccc3C(=O)O)c3ccccc3c2=O)cc1	0.2	-12	2	-4	-21	17	4	13	21	-4
21	Cc1ccc(OC(=O)CCC(=O)NC(C)c2ccccc2)cc1 (stereo not drawn)	0.5	-15	2	-4	-29	-7	.	-5	29	-8
22	CN(C)/C=C/C(=O)c1cccc([N+](=O)[O-])c1	0.1	-2	.	-1	-23	-19	-3	.	23	.
23	COc1ccc(S(=O)(=O)NC(C)C(=O)O)cc1 (stereo not drawn)	-1.5	-4	4	1	-29	11	.	2	29	0
24	[O-]/C(=C(\C(=S)NCc1ccc2c(c1)OCO2)[n+]1ccccc1)c1ccc(Cl)s1	-0.7	-1	-13	-1	28	26	15	3	-28	-2
25	CCCOc1ccc(NC(=O)CNC(=O)c2cc(OC)cc(OC)c2)cc1OCCC	0.2	2	-15	-7	11	38	1	0	-11	-1
26	O=C(Nc1ccc(Cl)cn1)C1CCCN(c2ncnc3c2nc2n3CCCCC2)C1 (stereo not drawn)	1.4	-10	3	-2	45	-3	-7	-2	-45	-10
27	CC(C)c1cc(=O)n2[nH]c(SCc3ccc(Cl)cc3)nc2n1	-1.2	-7	2	-1	-12	0	1	5	12	-5
28	CC(C)(Oc1ccc(Br)cc1)C(=O)N1CCc2ccccc21	0.4	3	4	-2	26	10	0	-5	-26	-1
29	CN1CCN(C(=S)c2ccc([N+](=O)[O-])cc2)CC1	-0.7	-9	-7	-1	-6	-21	1	1	6	1
30	Cc1cc(C)cc(-n2c(=O)c3sccc3n(CC(=O)NCc3ccco3)c2=O)c1	-0.9	1	-8	-1	-22	22	-2	0	22	-1
31	Cc1cccc(-c2nc(CS(=O)CC(=O)N3CCc4ccccc4C3)c(C)o2)c1 (stereo not drawn)	4.7	-14	-5	-11	15	1	.	1	-15	-7
32	CN(C)CCCNC(=S)N(CCO)Cc1cc2cc3c(cc2[nH]c1=O)OCO3	-0.1	-8	-2	-2	-84	5	3	-2	?	1
33	Cc1cc(/C=N/Nc2ccc([N+](=O)[O-])cn2)c(C)n1-c1cccc(C(=O)O)c1	65*	22	-4	-9	.	3	19	17	.	1
34	CC(C)N(Cc1ccccc1)S(=O)(=O)c1ccc(F)cc1	-3.6	-15	-12	-1	7	0	-7	-7	-7	-2
35	On1c(-c2ccccc2Cl)nc2ncccc21	-2.0	-22	0	0	-15	3	-4	-2	15	-5
36	O=C(CCCCCCCCC(=O)N/N=C/c1ccco1)N/N=C/c1ccco1	0.6	15	5	-2	1	2	0	2	-1	5
37	CCCCn1c(N)c(N(CC)C(=O)CN2C(=O)NC(C)(c3ccccc3)C2=O)c(=O)[nH]c1=O (stereo not drawn)	1.1	2	4	2	-3	0	-8	-2	3	-3
38	O=C(Nc1nnc(C2CC2)s1)c1cccnc1Oc1ccc(Cl)cc1	-0.5	0	-6	2	21	38	0	-4	-21	-1
39	Cc1ccc(-c2nnc(Nc3ccc4c(c3)OCO4)c3ccccc23)cc1S(=O)(=O)NC(C)C	-2.1	3	5	4	45	2	-1	2	-45	12
40	O=[N+]([O-])c1ncccc1OCc1ccccc1Br	-1.0	-17	3	0	-5	-7	1	-1	5	8
41	Cc1nn(-c2ccccc2)c(OC(=O)c2cccs2)c1S(=O)(=O)c1ccc([N+](=O)[O-])cc1	-2.7	5	2	1	-22	30	2	7	22	-4
42	Cc1ccc(NC(=O)[C@H](Cc2ccccc2)NC(=O)C2CCNCC2)cc1	-1.3	-5	4	-1	-6	5	0	-1	6	2
43	CCOc1ccc(S(=O)(=O)NCc2cccnc2)cc1NC(=O)c1ccccc1F	1.8	9	4	2	0	-27	-1	-2	0	-4
44	CCOc1cc2nc(-c3ccc(OC)c(OC)c3)nc(NCCCN3CCOCC3)c2cc1OC	-8.4	-8	-8	2	-24	10	3	1	24	-18
45	Cc1ccc(Cn2cc(-c3ccccc3)nn2)cc1	0.1	-21	-7	-4	-6	-8	.	-7	6	-8
46	O=[N+]([O-])c1cccc(Cl)c1NCCNS(=O)(=O)c1ccc(Cl)cc1	-0.3	-14	-5	-2	0	5	5	6	0	-8
47	CCOc1cc(NS(=O)(=O)c2ccccc2)c(OCC)cc1NC(=O)c1ccco1	-1.9	-8	-7	-4	37	13	8	0	-37	-4
48	COc1ccc(S(=O)(=O)N2CCC(C(=O)NCCC(=O)Nc3cccc(Cl)c3)CC2)cc1	0.8	-9	-6	1	2	-12	-2	0	-2	-9
49	O=C(NCc1ccccc1)C1=C[C@@H](C2CC2)C[C@@H](OCCCCO)O1	-1.9	-2	0	0	-21	16	.	-3	21	-6
50	COc1ccc(S(=O)(=O)NC2CC(C)(C)NC(C)(C)C2)c2ccccc12	-0.5	8	0	-4	6	-3	0	-4	-6	-3
51	Cc1cc(-c2c(C)[nH]n(-c3ccccc3)c2=O)n[nH]1	0.8	1	16	0	-8	8	1	3	8	-6
52	N#CC(Nc1ccccc1)c1ccccc1OCc1ccccc1 (stereo not drawn)	-0.6	-1	-3	1	21	1	-3	-4	-21	-1
53	COc1ccc(CCNC(=O)COC(=O)CCC(=O)c2ccc(F)cc2)cc1	-1.2	5	-13	-2	2	53	-5	-5	-2	0
54	CCCC(=O)Nc1nnc(S(=O)(=O)N(CC)c2ccccc2)s1	4.8	-12	14	-6	25	3	-2	-1	-25	-7
55	COc1ccc(NS(=O)(=O)c2ccc(N3CCOCC3)c(NC(=O)c3ccccc3Cl)c2)cc1	-1.5	0	-2	1	14	11	3&-1	-1	-14	-3
56	O=C(N/N=C/c1ccoc1)c1ccccc1Br	1.4	-20	-3	-3	-6	-5	1	2	6	-10
